# CYP2C19 act: activators of human cytochrome P450 2C19. P33261. recombinant CYP2C19, luciferin-H EGE luminescence; hits give high values; 0 = fully inhibited enzyme, 1 = untreated enzyme. activation factor at 5 µM. 96,000 tested, under 10 active;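 active means activation factor of at least 2 at 5 µM in the primary screen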;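 further: 0 = wells with 2.5 mM tranylcypromine and 1 = vehicle-only wells; values of inactives mirror those of a sister screen read the other way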
# HUVEC tox IL1B: HUVEC cytotoxicity counter-screen, IL-1B stimulated; HUVEC cell count loss, Hoechst imaging; cell count reduction, % at 2 µM; actives 0.41% (n = 94,000); AID 845;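 active means cell count reduction more than 3 SD above the screen-wide mean, cut at about 70% in these data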;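 further: normalized per plate to untreated control cells as the no-loss baseline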
# CYP2C9 inh: inhibitors of human CYP2C9 | P11712 | CYP2C9 Supersomes, luciferin-H conversion, luminescence | inhibition, % at 5 µM | actives 20% (n = 96,000) | AID 777;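 active means blocking of liver enzyme CYP2C9 beyond about 50% at 5 µM, limit read from the data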; further: values of inactives mirror those of a sister screen read the other way
# TNFa cytotox: toxic to HUVEC cells under TNF alpha stimulation. AID 848. actives 0.17% (n = 93,000). HUVEC TNFalpha-stimulated, Hoechst cell count, imaging. cell count reduction, % at 2 µM;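 active means cell count reduction exceeding the screen mean by over 5 SD, scaled to untreated wells per plate, cut at about 78% in these data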;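 further: cells counted after 24 h of TNF alpha exposure following the 1 h pretreatment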
# VCAM1 TNFa inh: reduces TNF alpha induced VCAM1 expression in HUVEC; actives 0.48% (n = 95,000); HUVEC TNFa-induced VCAM-1 immunofluorescence, high-content imaging; AID 802; inhibition, % at 2 µM;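 active means inhibition above the batch mean plus 3 SD, with images confirmed as a hit by eye, cut at about 37% in these data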;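 further: 0% = TNF-stimulated DMSO wells and 100% = unstimulated control wells; not every result past the cut was called active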
# Candida biofilm: kills Candida albicans biofilms | C. albicans biofilm + clotrimazole, Alamar Blue | inhibition, % at 6 µM | actives 0.14% (n = 85,000);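 active means inhibition above 20%; inactive means inhibition below 20%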;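 further: preformed 24 hr biofilms exposed to compound for 48 hr; 0% = biofilm without compound and 100% = blank killed by clotrimazole plus chlorhexidine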
# CYP2C9 act: activators of human CYP2C9; recombinant CYP2C9, luciferin-H conversion, luminescence; hits give high values; factor 1 = untreated enzyme, 0 = blocked; actives 1.4% (n = 96,000); activation factor at 5 µM;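 active means activation factor of 2 or more for CYP2C9 at a 5 µM dose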;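 further: 0 = sulfaphenazole-blocked wells and 1 = vehicle-only wells; values of inactives mirror those of a sister screen read the other way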
# DAT uptake mod: human DAT dopamine uptake with cocaine, either direction; LLC-PK1 hDAT cells, [14C]-dopamine uptake with cocaine IC80; actives deviate in either direction; Q01959; actives 1.3% (n = 110,000); AID 449768; B-score at 10 µM;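 active means Z score or B-score, a plate-position-corrected score, falls beyond the plate's 99.7% confidence bounds, in either direction; inactive means both scores lie inside the 99.7% bounds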;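 further: scored against the spread of the other compound wells on the same plate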
# Target sequence (Q01959 whole entry, looked up): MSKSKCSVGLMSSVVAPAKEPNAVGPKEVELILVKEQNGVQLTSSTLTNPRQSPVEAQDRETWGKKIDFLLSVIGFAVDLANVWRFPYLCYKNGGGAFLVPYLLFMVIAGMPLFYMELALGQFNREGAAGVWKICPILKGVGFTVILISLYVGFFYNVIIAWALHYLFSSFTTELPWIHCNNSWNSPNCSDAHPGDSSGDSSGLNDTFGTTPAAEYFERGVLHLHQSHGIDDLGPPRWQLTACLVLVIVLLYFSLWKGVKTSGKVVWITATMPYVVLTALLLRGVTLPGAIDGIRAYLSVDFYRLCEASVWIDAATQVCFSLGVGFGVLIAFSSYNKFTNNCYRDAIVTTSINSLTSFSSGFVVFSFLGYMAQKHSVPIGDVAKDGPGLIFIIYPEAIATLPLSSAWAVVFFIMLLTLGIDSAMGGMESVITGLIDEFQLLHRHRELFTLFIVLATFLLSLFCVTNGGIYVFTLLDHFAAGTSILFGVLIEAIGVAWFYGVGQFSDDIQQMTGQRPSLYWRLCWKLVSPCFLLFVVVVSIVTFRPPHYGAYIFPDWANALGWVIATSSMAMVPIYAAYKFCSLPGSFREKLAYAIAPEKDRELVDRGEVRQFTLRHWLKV
# CYP2C19 inh: blocks human cytochrome P450 2C19. P33261. actives 21% (n = 96,000). AID 778. CYP2C19 Supersomes, luciferin-H EGE luminescence, 30 min. inhibition, % at 5 µM;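 active means CYP2C19 inhibition above a set limit at 5 µM in the primary screen, cut at about 50% in these data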;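 further: plate controls were negative control wells for no effect and 2.5 mM tranylcypromine positive control for full effect; values of inactives mirror those of a sister screen read the other way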
# An asterisk follows results filed as active; . = no result given.
SMILES,CYP2C19 act,HUVEC tox IL1B,CYP2C9 inh,TNFa cytotox,VCAM1 TNFa inh,Candida biofilm,CYP2C9 act,DAT uptake mod,CYP2C19 inh
CN1C(=O)CC(N2CCN(C(=O)c3ccccc3)CC2)C1=O (stereo unspecified),0.9,-10,2,.,-17,-3,1,.,5
COC(=O)c1[nH]c2ccccc2c1NS(=O)(=O)c1ccc(F)c(C)c1,0.1,-6,48,-6,-2,7,0.5,1,93*
CN(C)C(=O)CSc1nc(SCC(=O)N(C)C)n(-c2ccccc2)n1,0.9,1,2,7,-8,1,1,-0.75,8
COc1ccc(O)c(C(=O)c2cnc3onc(C)c3c2)c1,0.2,-1,38,-9,4,-1,0.6,0.91,83*
Cc1ccc(C(=O)CCC2CCCC2=O)cc1 (stereo unspecified),0.8,.,0,.,.,-1,1,-0.53,18
CCOc1cc(CN2CCN(C(=O)CC(C)C)CC2)ccc1OC,1.1,-29,-25,-22,1,8,1.2,-0.24,-11
c1ccc(-c2nnc3sc(CN4CCC5(CC4)OCCO5)cn23)cc1,1.1,.,-11,.,.,1,1.1,1.7,-7
CCCC(=O)Nc1ccc2c(c1)nc(CN1CCCC1)n2C,0.9,8,15,-6,-14,2,0.9,-1.2,10
c1ccc2cc(-c3csnn3)ccc2c1,0.8,-29,-2,-28,-15,.,1,-0.62,23
CC(=O)N1CCc2cc(S(=O)(=O)NC(CC(C)C)C(=O)Nc3cc(C)ccn3)ccc21 (stereo unspecified),0.8,.,15,.,.,0,0.8,-0.73,17
Cc1ccc(S(=O)(=O)N[C@@H](C)C(=O)N2CCC(C(=O)N3CCC[C@H]3C(=O)O)CC2)cc1,1.1,-50,-8,-4,8,6,1.1,0.8,-6
CCNC(=O)COc1cc(C)c(Cl)c(C)c1,0.7,-135,8,6,13,-1,0.9,0.24,31
CC1=C(C)CS(=O)N(S(=O)(=O)c2ccc(Cl)cc2)C1 (stereo unspecified),0.8,-1,35,12,-12,4,0.7,-0.48,21
C=CCn1c(/N=C/c2ccc(N(C)C)cc2)nc2ccccc21,1,-1,-24,-23,-1,0,1.2,0.21,-1
COc1cccc(OCC(=O)NNC(=O)c2cccs2)c1,0.8,.,3,9,5,.,1,-0.45,16
O=c1ccc(S(=O)(=O)N2CCC(Cc3ccccc3)CC2)c[nH]1,0.6,-64,33,0,-2,6,0.7,-0.54,35
C=CCN1C(=O)C2(C(C(=O)c3ccc(C)o3)=C(O)C(=O)N2CCCN2CCOCC2)c2ccccc21 (stereo unspecified),1,8,8,-2,2,5,0.9,.,-5
CCOc1ccc(N/C(=C(/C(Cl)=C(Cl)Cl)[N+](=O)[O-])n2cncn2)cc1,0.4,3,68*,4,10,-3,0.3,0.18,61*
CCCCc1nc(N)c(C#N)c(-c2ccco2)c1CCC,.,2,.,-15,6,5,.,1.6,.
Cc1cc(NC(=O)CSc2nc(-c3ccccc3)cs2)no1,0.8,-17,-2,-8,16,6,1,0.019,16
Oc1ccccc1-c1cc(C(F)(F)C(F)F)nc(-c2ccccc2)n1,1,0,5,-2,-7,-1,1,-0.6,3
Cn1c(SCc2nc(-c3ccc(Cl)cc3)no2)nnc1-c1ccccc1,0.6,-5,-22,-12,9,0,1.2,0.62,37
CCCCn1c(N)nc2ccccc21,1,19,4,-13,5,2,1,0.8,-5
CCOC(=O)c1ccc(NC(=O)c2ccc(NS(C)(=O)=O)cc2)cc1,1,-13,6,2,2,2,0.9,-0.63,-1
CCNC(=S)N1CCN(CCN=CC2=C(O)CC(c3ccco3)CC2=O)CC1 (stereo unspecified),0.9,4,25,-21,-10,0,0.8,-0.62,11
Cc1cc(C)cc(CC2CC(=O)N(c3cc(C)on3)C2=O)c1 (stereo unspecified),.,-46,.,-28,15,6,.,0.3,.
Fc1ccc2c(c1)C(c1ccc(N3CCOCC3)cc1)=NNC(c1cccs1)=N2,0.1,5,84*,-9,-6,.,0.2,0.66,90*
O=C(COC(=O)CCc1c[nH]c(=O)[nH]1)Nc1ccccc1,1.2,0,-9,-34,4,1,1.1,0.6,-19
CN(C(=O)Cc1ccccc1)n1cnnc1,.,-26,.,0,13,-1,.,-0.29,.
O=C(COc1ccccc1)NC(NC(=S)Nc1ccccc1O)C(Cl)(Cl)Cl (stereo unspecified),0.1,-76,83*,-34,-6,.,0.2,-3.7*,93*
Cc1cc(NC(=O)Cc2cccs2)no1,0.9,-25,13,14,0,5,0.9,.,9
CC(=O)c1cc(NC(=O)c2ccc(C)cc2)c(=O)oc1/C=C/N(C)C,0.9,3,39,-9,1,.,0.6,-0.13,6
CSCC[C@H](NC(=O)NCc1cccs1)C(=O)O,1,-20,-7,.,.,4,1.1,-0.92,-5
COc1ccc2[nH]c(=O)c(CN(C(C)=O)c3cccc(C)c3)cc2c1,0.8,-100,40,-24,16,3,0.6,-0.02,24
O=C(OCc1csc(-c2ccccc2)n1)c1cccs1,0.9,-16,-5,-4,-1,9,1.1,-0.44,8
COc1cc(-c2noc(-c3ccccc3C(=O)NCc3ccco3)n2)cc(OC)c1OC,0.9,-22,50*,-23,18,7,0.5,0.069,11
COc1cccc(NC(=O)CNC(C)CCC(C)C)c1 (stereo unspecified),0.2,7,26,19,8,8,0.7,-0.24,79*
CN(C)S(=O)(=O)c1ccc(C(=O)OCC(=O)Nc2ccccc2OC(F)F)cc1,0.9,6,58*,-11,-23,.,0.4,1.4,8
CCC1CCCCN1CCNC(=O)CNS(=O)(=O)c1ccc2nc(C)sc2c1 (stereo unspecified),0.9,-17,8,-34,-14,8,0.9,-2.7,7
COCCOC(=O)c1[nH]c2c(c1C)C(=O)CC(c1ccco1)C2 (stereo unspecified),0.5,.,72*,.,.,10,0.3,-0.012,47
COC(=O)c1ccc(NC(=O)CC2C(=O)N(c3ccc(C)cc3)C(=O)N2CC(C)C)cc1 (stereo unspecified),0.6,-34,41,-23,7,4,0.6,0.01,38
COc1ccc(C2(CCN)CC(C)N(C)CC2C)cc1 (stereo unspecified),1,6,-10,-24,6,4,1.1,0.5,2
O=C(Nc1c2c(nn1-c1ccc(F)cc1)CS(=O)C2)C12CC3CC(CC(C3)C1)C2 (stereo unspecified),0.9,2,14,7,-6,10,0.9,0.51,9
CCCCOc1cccc(-c2cc(C(=O)NNC(=S)NCC)c3ccccc3n2)c1,1,13,11,-15,16,.,0.9,0.39,-4
CCOC(=O)c1cnc(SCC(=O)c2ccc(C)cc2)nc1N,.,-42,.,-24,3,7,.,-0.71,.
CCOC(=O)C1CCCN(C(=O)C2CC(=O)N(c3ccc(C)cc3)C2)C1 (stereo unspecified),0.9,-133,-10,-26,14,6,1.1,-1.9,13
COc1ccc(-n2cnnc2SCc2cnc(-c3ccccc3)s2)cc1,0.3,1,25,10,-1,8,0.8,0.87,66*
Cc1ccc(S(=O)(=O)c2c(N)n(/N=C/c3ccco3)c3nc4ccccc4nc23)cc1,0.3,-13,84*,-17,-3,3,0.2,0.67,68*
COc1ccc(N2CCN(C(=O)CN(c3ccccc3)S(=O)(=O)c3ccc(OC)cc3)CC2)cc1,1.2,1,12,-14,6,1,0.9,1.4,-19
COc1ccc(Nc2nnc(-c3ccc(N4CCOCC4)c([N+](=O)[O-])c3)c3ccccc23)cc1,0.8,-4,53*,-1,14,.,0.5,1.7,17
O=C(O)CSC1c2ccccc2C(=O)N1c1ccccc1 (stereo unspecified),1,-10,-6,-8,0,.,1.1,1,2
O=C1NC(=O)C2(COC3(CCCC3)OC2)S1,1,-12,-1,-40,-5,-1,1,0.38,-2
c1ccc(CSc2nnnn2-c2ccccc2)cc1,0.3,-3,38,-8,5,4,0.6,0.49,71*
COC(=O)CCC(=O)Nc1cccc2c(NC(=O)CCC(=O)OC)cccc12,1,-15,10,5,20,6,0.9,0.49,2
Cc1c(NC(=O)CN2C(=O)c3ccccc3S2(=O)=O)c(=O)n(-c2ccccc2)n1C,.,-51,.,-18,13,.,.,-0.12,.
COc1nc(C#N)nc(N(C)C)n1,1.1,.,-8,.,.,2,1.1,0.18,-7
COc1ccc(Cn2nnnc2C(c2cccs2)N2CCSCC2)cc1 (stereo unspecified),0.2,6,59*,88*,87*,2,0.4,0.16,83*
CC(C)(C)n1nnnc1C(c1ccc(C#N)cc1)N1CCCC2(CCCCC2)C1 (stereo unspecified),1.1,-30,21,-24,3,-1,0.8,-0.12,-6
CCOc1ccccc1CNC(=O)Cn1c(=O)oc2ccccc21,0.6,6,-23,1,2,3,1.2,-0.034,37
Cc1ccc(SC(=O)COc2ccc(C)c(C)c2)cc1,1,-34,14,4,3,3,0.9,0.67,2

# Next part
SMILES,CYP2C19 act,HUVEC tox IL1B,CYP2C9 inh,TNFa cytotox,VCAM1 TNFa inh,Candida biofilm,CYP2C9 act,DAT uptake mod,CYP2C19 inh
CCNc1nc(SC(C)C(=O)OC)nc(N2CCOCC2)n1 (stereo unspecified),0.7,.,34,.,.,1,0.7,-0.09,27
O=C(OCCN=C1NS(=O)(=O)c2ccccc21)C1CC(=O)N(c2ccc3ccccc3c2)C1 (stereo unspecified),0.7,5,-34,-12,4,5,1.3,0.0092,31
CCN(C(=O)COC(=O)C(Cc1ccccc1)N1C(=O)c2ccccc2C1=O)C1CCS(=O)(=O)C1 (stereo unspecified),0.6,.,26,.,.,4,0.7,1,40
c1ccc(-n2c(SCC3CCCCO3)nnc2-c2cccs2)cc1 (stereo unspecified),0.9,-18,21,0,-6,6,0.8,1.4,12
O=[N+]([O-])c1cc(Cl)cc(/C=N\Nc2ccccn2)c1O,0.5,-5,50*,-18,19,.,0.5,0.6,54*
Cc1ccc(C(=O)CSc2nnc(COc3cccc4cccnc34)o2)cc1,0.8,-199,-42,-34,14,5,1.4,1.6,22
COc1ccc(OCCOCCN2CCc3ccccc3C2)cc1,0.4,-3,7,0,18,.,0.9,-0.37,59*
Cc1ccc(Sc2ccc(C(=O)NC(C)C)cc2[N+](=O)[O-])cc1,1,-11,39,-28,-3,.,0.6,-0.24,-2
Cn1c2c(c(=O)n(C)c1=O)C(c1ccc(O)cc1)Nc1ccccc1O2 (stereo unspecified),1,-28,19,-24,18,6,0.8,.,2
CC(C)OC(=O)c1ccc(NC(=O)Cn2c(-c3nonc3N)nc3ccccc32)cc1,.,-5,.,-9,-8,10,.,-0.19,.
Nc1ccc(C(=O)Nc2nc3ccccc3s2)cc1,1,-9,36,-16,10,8,0.6,0.42,0
COc1ccc(C)cc1NC(=O)c1nnn(Cc2cccc(F)c2)c1N,1.1,-50,-34,-33,28,4,1.3,0.93,-8
COc1ccc(OCCNc2cc(Cl)ccc2[N+](=O)[O-])cc1,1,22,-12,14,-12,.,1.1,-0.43,2
C=CCn1c(C)cc(C(=O)COc2nncc3ccccc23)c1C,0.4,5,-103,-19,-4,5,2*,1.3,61*
CCC(O)CNc1nc(-n2nc(C)cc2C)nc2sc3c(c12)CCCC3 (stereo unspecified),0.9,.,17,.,.,7,0.8,.,8
COc1ccc(/C=C2\CCc3ccccc3C2=O)cc1Cn1nc(C)cc1C,0.1,-9,53*,-26,6,-1,0.5,4.9*,90*
CC(/C=N/NC(=O)c1cccnc1)=C\c1ccco1,1,-7,-3,-12,1,-3,1,0.55,-4
